PREPL inh – human PREPL enzyme inhibition; Q4J6C6; recombinant PREPL, fluorescence polarization activity-based probe; inhibition, % at 5.96 µM; actives 0.68% (n = 320,000); in the data active = inhibition above about 43%;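 note: 0% = enzyme with DMSO and 100% = wells lacking enzyme; many of its hits are not listed in these tables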
Target sequence (Q4J6C6 whole entry, looked up): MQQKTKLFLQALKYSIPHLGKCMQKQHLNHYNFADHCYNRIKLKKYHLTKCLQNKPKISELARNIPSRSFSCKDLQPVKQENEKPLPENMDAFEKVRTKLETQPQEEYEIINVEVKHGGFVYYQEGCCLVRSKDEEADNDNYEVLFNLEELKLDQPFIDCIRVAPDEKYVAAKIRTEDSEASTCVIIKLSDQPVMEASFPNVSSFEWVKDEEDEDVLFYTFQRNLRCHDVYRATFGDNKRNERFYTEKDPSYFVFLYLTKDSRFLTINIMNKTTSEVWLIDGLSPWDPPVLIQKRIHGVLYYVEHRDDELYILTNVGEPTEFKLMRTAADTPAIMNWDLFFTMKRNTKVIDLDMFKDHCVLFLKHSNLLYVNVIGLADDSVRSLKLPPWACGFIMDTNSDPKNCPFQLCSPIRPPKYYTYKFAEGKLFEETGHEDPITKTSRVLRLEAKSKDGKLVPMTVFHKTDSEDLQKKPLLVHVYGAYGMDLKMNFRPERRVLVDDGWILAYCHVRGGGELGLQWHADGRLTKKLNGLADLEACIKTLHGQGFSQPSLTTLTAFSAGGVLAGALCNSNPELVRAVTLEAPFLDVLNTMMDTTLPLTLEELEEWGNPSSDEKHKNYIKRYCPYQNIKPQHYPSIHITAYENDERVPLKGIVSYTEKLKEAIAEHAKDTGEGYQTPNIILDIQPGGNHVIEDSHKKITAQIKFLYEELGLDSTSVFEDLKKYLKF
LYPLA1 counter – LYPLA1 (human) inhibition in PME1 counter-screen | O75608 | recombinant LYPLA1, FP-Rh probe fluorescence polarization | inhibition, % at 5.9 µM | actives 0.16% (n = 320,000);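 active = inhibition above the mean of all tested compounds plus 3 SD, set per campaign, cut at about 14% in these data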;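 note: inhibitors block serine hydrolase probe labeling of LYPLA1 so polarization falls; 0% = enzyme with DMSO and 100% = wells lacking LYPLA1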
GSTO1 counter – counter-screen for RBBP9 inhibitors: inhibitors of human GSTO1; inhibition, % at 5.96 µM; actives 1.1% (n = 300,000); P78417; recombinant GSTO1, activity-based probe fluorescence polarization; AID 1974;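 active = inhibition above the campaign mean inhibition plus 3 SD, cut at about 35% in these data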;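 note: 0% = GSTO1-1 with DMSO and 100% = wells lacking GSTO1-1 enzyme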
PAFAH2 FP inh – inhibitors of human PAFAH2; Q99487; inhibition, % at 3.39 µM; recombinant PAFAH2, FP-rhodamine activity probe, fluorescence polarization; actives 0.99% (n = 340,000);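 active = inhibition above the mean over all tested compounds plus 3 SD, cut at about 30% in these data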;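 note: inhibitors block probe labeling of enzyme so polarization drops; 0% = enzyme with DMSO and 100% = wells lacking PAFAH2 protein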
PAFAH1B3 inh – inhibitors of human PAFAH1B3; Q15102; recombinant PAFAH1B3, FP-rhodamine probe, fluorescence polarization; inhibition, % at 3.39 µM; actives 0.28% (n = 340,000);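 active = inhibition above the screen-wide average of all tested compounds plus 3 SD, cut at about 25% in these data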;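 note: 0% = enzyme with DMSO only and 100% = wells lacking PAFAH1B3 protein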
ZTA DNA inh – blocks Epstein-Barr virus ZTA, an EBNA-1 counter-screen; ZTA-DNA binding, fluorescence polarization; AID 2234; P03206; actives 0.15% (n = 320,000); inhibition, % at 11 µM; in the data active = inhibition above about 33%
LYPLA2 inh – counter-screen for PME1 inhibitors: inhibitors of human LYPLA2; inhibition, % at 5.9 µM; recombinant LYPLA2, FP-Rh probe fluorescence polarization; actives 0.38% (n = 320,000); O95372;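 active = inhibition above the screen-wide mean plus 3 SD, limit set per campaign, cut at about 26% in these data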;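 note: 0% = LYPLA2 with DMSO and 100% = wells lacking LYPLA2 enzyme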
Target sequence (O95372 whole entry, looked up): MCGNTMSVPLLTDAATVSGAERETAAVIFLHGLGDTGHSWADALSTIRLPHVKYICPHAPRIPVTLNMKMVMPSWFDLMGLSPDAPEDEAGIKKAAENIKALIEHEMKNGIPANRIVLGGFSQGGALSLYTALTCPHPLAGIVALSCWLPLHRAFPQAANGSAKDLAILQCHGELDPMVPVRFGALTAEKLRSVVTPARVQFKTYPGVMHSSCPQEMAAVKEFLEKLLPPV
EBNA-1 inhibitor – blocks EBNA-1 binding to DNA. inhibition, % at 14.8 µM. EBNA-1 DNA binding, fluorescence polarization. actives 0.34% (n = 300,000). AID 1950; in the data active = inhibition above about 28%
PAD4 inh – blocks human protein arginine deiminase 4; recombinant PAD4, RCA probe fluorescence polarization; inhibition, % at 6.36 µM; actives 0.41% (n = 330,000); AID 485272;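 active = percent inhibition above a cutoff equal to the mean of all tested compounds plus 3 SD, cut at about 15% in these data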;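 note: 0% = PAD4 with RCA probe and DMSO and 100% = probe without PAD4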
Numbers without * were called inactive; . = no result given. This is a subset; the hit share may differ from the screen's.

Under each structure – LYPLA1 counter	PREPL inh	PAD4 inh	GSTO1 counter	ZTA DNA inh	EBNA-1 inhibitor	LYPLA2 inh	PAFAH2 FP inh	PAFAH1B3 inh
O=C(COc1ccc(S(=O)(=O)NC2CCCC2)cc1)N1CCCCCC1
  0	-1	-4	3	8	8	5	9	6
CCCOc1ccc(N2C(=O)CC(N3CCN(c4ccc([N+](=O)[O-])cc4)CC3)C2=O)cc1 (stereo unspecified)
  2	25	0	-1	18	-2	35*	4	-1
CCOc1cc(/C=C2\N=C(C)OC2=O)cc(Br)c1OCC(=O)OC
  5	7	-5	2	-1	-13	4	0	-2
Cc1cccc(NC(=O)C2C(c3ccccc3)C2(Cl)Cl)c1 (stereo unspecified)
  -11	3	-10	-15	-2	-8	-15	-1	-5
O=C(N/C(=C/c1ccco1)C(=O)N1CCCCCC1)c1cccs1
  -1	2	1	0	-7	0	-2	-3	10
Cn1c(=O)c2c(O)c(Cc3ccccc3)c(=O)[nH]c2n(C)c1=O
  5	-4	2	-2	-8	-3	4	8	1
CN(c1nc2ccccc2n2c(-c3ccco3)nnc12)S(=O)(=O)c1ccccc1
  -4	7	-1	-1	17	25	-4	-11	4
Cc1ccc(C)c(OCc2cc(C(=O)N(C)Cc3nccs3)no2)c1
  -1	10	0	6	-12	0	-3	1	-6
Cc1ccc(CN2C(=O)N/C(=C\c3ccc(N4CCOCC4)cc3)C2=O)cc1
  3	71*	0	1	-23	19	5	-7	0
CCN(CC(=O)NC(=O)NCc1ccccc1)Cc1nc2ccccc2c(=O)[nH]1
  0	-13	0	-11	3	-5	-1	-3	0
Cc1ccc(S(=O)(=O)N(C)C)cc1NC(=O)c1cc(=O)[nH]c2ccccc12
  -11	13	0	-11	-1	3	-6	-8	5
CN(C)S(=O)(=O)c1cc(NC(=O)CSc2ncc(C(F)(F)F)cc2Cl)ccc1Cl
  -27	-8	-4	-12	-4	-4	-52	-46	-6
O=C(CCCN1C(=O)/C(=C\c2cccc(Br)c2)SC1=S)Nc1cccnc1
  -7	0	-15	5	18	-5	-6	-2	-6
CCN1CCN(c2c(Cl)cccc2NC(=O)c2ccc([N+](=O)[O-])o2)CC1
  -2	11	-8	-2	10	-3	3	3	4
Cc1cnc(=O)[nH]c1SCc1ccc(C(F)(F)F)cc1
  2	-9	-6	-20	3	-5	3	5	7
CC(=O)Nc1ccc(NC(=O)C(C)OC(=O)CNC(=O)c2ccc(-c3ccccc3)cc2)cc1 (stereo unspecified)
  -4	4	-1	10	9	21	-6	4	6
CC(=O)N1CCN(CC(=O)Nc2cccc(S(=O)(=O)N3CCCCCC3)c2)CC1
  0	9	0	9	-18	-6	0	5	1
CC(C)Cc1nnc(NC(=O)CSc2ccccn2)s1
  4	9	2	9	9	-4	5	-1	-5
O=C(CCCCCCC(=O)Nc1ccccc1)NO
  -3	-4	1	5	7	-7	-5	0	9
CCCCn1c(N)c(N(CCOC)C(=O)C2CCN(S(=O)(=O)c3ccc(C)cc3)CC2)c(=O)[nH]c1=O
  -1	7	-3	-1	-4	-8	-2	-4	0
COc1ccc(S(=O)(=O)Nc2cc(C(=O)NC(C)C)ccc2N2CCOCC2)cc1
  3	17	-3	1	2	2	-1	0	4
COc1ccc(-c2oc(NC(=O)CSc3nncn3C)c(C#N)c2-c2ccc(OC)cc2)cc1
  4	0	-1	17	-15	-13	8	8	0
O=C(c1ccc2nccnc2c1)N1CCN(c2cccc(C(F)(F)F)c2)CC1
  -3	33	3	.	-4	.	3	5	13
CCc1cc(=O)oc2cc(OS(C)(=O)=O)ccc12
  3	15	-3	-6	-1	-17	0	11	5
Cc1ccc(C(=O)NCCNC(=O)c2ccccc2)cc1
  0	-5	-2	7	6	-2	3	5	9
CC(OC(=O)C1CSC2(c3ccc(F)cc3)CCC(=O)N12)C(=O)NC(N)=O (stereo unspecified)
  1	2	-1	1	-2	4	3	0	11
Cc1ccc(CNS(=O)(=O)c2ccccc2[N+](=O)[O-])cc1
  1	-8	-1	-2	24	-1	-1	8	9
c1ccc(Cn2nnc3cnccc32)cc1
  1	3	-4	3	-5	10	0	-3	15
C=C(C)c1cccc(C(C)(C)NC(=O)Nn2cnnc2)c1
  0	-18	-4	5	13	5	-2	-1	9
Cc1ccccc1C(=O)Nc1ccnn1C1CCN(Cc2cccnc2)CC1
  2	5	0	4	-10	6	3	1	-1

One compound at a time, from the list above. Values in the order: LYPLA1 counter	PREPL inh	PAD4 inh	GSTO1 counter	ZTA DNA inh	EBNA-1 inhibitor	LYPLA2 inh	PAFAH2 FP inh	PAFAH1B3 inh
`CCc1cc(=O)oc2cc(OS(C)(=O)=O)ccc12` is listed with 3	15	-3	-6	-1	-17	0	11	5
`C=C(C)c1cccc(C(C)(C)NC(=O)Nn2cnnc2)c1` is listed with 0	-18	-4	5	13	5	-2	-1	9

(next part)
Under each structure – LYPLA1 counter	PREPL inh	PAD4 inh	GSTO1 counter	ZTA DNA inh	EBNA-1 inhibitor	LYPLA2 inh	PAFAH2 FP inh	PAFAH1B3 inh
COc1cc(C2C(C#N)=C(N)Oc3cc(C)n(CCc4ccccc4)c(=O)c32)cc2c1OCO2 (stereo unspecified)
  -1	1	-5	-8	10	1	-10	-5	-4
Cc1c(Cl)cccc1NCC(=O)NN=C1CCCC1
  5	4	-8	9	-21	-21	6	3	3
O=C(c1ccc(Br)o1)N1CCN(C23CC4CC(CC(C4)C2)C3)CC1
  -3	0	4	1	5	5	0	0	-2
CC(C)(C)OC(=O)C[C@H]1C/C=C\C[C@@H](CC(=O)N(CCO)Cc2ccccc2)C(=O)N[C@@H](Cc2ccccc2)COC1=O
  .	12	-3	.	.	.	.	4	-1
CC(=O)Nc1ccc(NC(=O)C(OC(=O)c2ccccc2)C(OC(=O)c2ccccc2)C(=O)O)cc1 (stereo unspecified)
  -1	-9	-4	4	11	-1	2	-3	11
Cc1nnc(SCC(=O)NC(=O)Nc2ccc3c(c2)OCCO3)s1
  -2	13	2	10	1	-3	-5	-4	4
O=C1/C(=C/c2cccs2)CCc2ccccc21
  -5	-47	-5	-2	2	12	1	-5	9
COc1ccc(-c2nn(-c3ccccc3)cc2C(=O)NCCCn2ccnc2)cc1
  2	11	-3	-8	4	5	7	2	-3
CSc1nnc(-c2sc3cc(Cl)ccc3c2Cl)n1C
  4	12	1	6	7	6	11	-1	4
C=CCSc1nc2ccsc2c(=O)n1-c1ccccc1
  0	5	-7	-4	-5	-7	-3	-2	6
CC(C)CC(c1nnnn1CC1CCCO1)N1CCN(c2cccc(Cl)c2)CC1 (stereo unspecified)
  0	14	3	4	-9	-3	11	4	1
COc1ccc(NC(=O)CN2C(=O)NC3(CCCC3)C2=O)cc1OC
  1	0	2	0	11	1	-1	6	1
COc1ccc(C(=O)CN(C(=O)c2ccc(Cl)cc2)N2C(=O)C3CCCCC3C2=O)cc1 (stereo unspecified)
  0	16	2	4	-4	3	7	5	1
Cc1ccc(C(=O)CSc2nc3ccc(C(=O)NCCN4CCCCC4)cc3c(=O)[nH]2)cc1
  -4	10	-4	10	-4	-6	-1	1	3
CC(=O)N1CCN(c2ccccc2NC(=O)c2ccc(-c3cccc([N+](=O)[O-])c3)o2)CC1
  -2	12	-1	0	-2	-10	-4	-2	-2
O=C(Nc1ccc(Cl)cc1)C1(S(=O)(=O)c2ccccc2)CC1
  .	-6	3	.	.	.	.	1	5
O=C(COc1ccc2c3c(c(=O)oc2c1)CCC3)NCc1ccccn1
  -3	10	6	2	3	-15	-9	2	4
COCc1nnc(NS(=O)(=O)c2ccc(NC(C)=O)cc2)s1
  0	6	-2	7	5	4	4	-1	3
COc1cc(N)c(Cl)cc1C(=O)OCC(=O)Nc1ccc(N2CCOCC2)cc1
  .	11	-2	.	.	.	.	7	8
Cc1cccc(NC(=S)Nc2cccc(C(F)(F)F)c2)n1
  0	-4	-3	4	12	-7	-4	2	8
CN1CCc2c(C#N)c(N3CCOCC3)nc(NCC3CCCO3)c2C1 (stereo unspecified)
  1	3	0	2	-3	3	5	.	.
Cc1ccc(S(=O)(=O)NCC(c2cccnc2)N2CCOCC2)cc1 (stereo unspecified)
  -1	3	3	5	-18	7	5	4	1
C[C@H](CO)N1C[C@H](C)[C@@H](CN(C)S(=O)(=O)c2cccs2)Oc2ccc(NS(=O)(=O)c3ccccc3)cc2CC1=O
  .	15	-5	.	.	.	.	7	6
Cc1nc(-c2ccccc2)sc1C1(C)CC(c2c(Cl)cccc2Cl)=NO1 (stereo unspecified)
  -6	-47	5	3	5	-6	-10	-5	-2
O=C(Nc1ccc(Cl)cc1)C1C2C=CC3(O2)C1C(=O)N(CCCN1CCCCC1)C3C(=O)NC1CCCCC1 (stereo unspecified)
  1	26	-4	2	-16	1	6	4	4
CCC(=O)N1CCc2cc(S(=O)(=O)CCC(=O)N3CCN(c4ccccc4)CC3)ccc21
  1	-4	-1	-2	4	-4	2	-5	12
Cc1ccc(NC(=S)NCCO)c(C)c1
  -1	-4	-4	-4	1	-12	0	-5	4
NC(=O)CSc1nnc(NC(=O)c2ccc3ccccc3c2)s1
  -5	3	-4	-7	6	-1	-6	1	3
N#Cc1ccccc1Cn1c(=O)n(CCC(=O)NCc2ccco2)c(=O)c2ccccc21
  -1	-1	0	8	5	-1	-6	-1	1
CCc1cccc(NC(=O)CCCN2C(=O)NC(C)(C)C2=O)c1
  -3	-1	-2	.	13	.	3	4	-4
[O-][n+]1ccc(OCc2ccccc2)cc1
  1	-3	-4	11	2	4	-2	-16	3
CC1=C(C(=O)OC2CCCCC2)C(c2ccco2)C2=C(CC(C)(C)CC2=O)N1 (stereo unspecified)
  3	1	-3	-9	-14	-6	8	9	6
COc1ccc(COC(=O)C2=C(C)NC(=O)NC2c2ccccc2F)cc1 (stereo unspecified)
  2	-27	1	-13	-14	-5	2	-4	5
O=C1NC2(CCCCCCC2)C(=O)N1Cc1ccc(F)cc1
  2	8	-4	0	3	1	4	-2	6
CCc1cc(Cn2nc(-c3ccccc3)cc2C(=O)NCC2CC2)on1
  -4	-1	3	-4	11	1	-2	2	10
Cc1cccc(NCc2ccccc2O)c1C
  0	11	-4	11	-7	-21	2	-4	4
CSc1nc(N)nc(SCC(=O)Nc2ccc(Cl)cc2)c1C#N
  -26	0	-1	-27	-10	-7	-55	-25	-7
O=C(COC(=O)CCC(=O)Nc1nccs1)NCc1ccco1
  5	15	0	-1	-13	4	4	-9	6
Cc1ccc(Cl)cc1NC(=O)Cn1nc(-c2cccs2)ccc1=O
  -8	5	-5	-13	-8	-1	-4	0	2
Cc1cccc(Cc2nnc(CCC(=O)N(C)Cc3ccncc3C)o2)c1
  5	2	-6	-1	-6	-10	6	-1	-3
O=C(Nc1ccc(F)cc1)N1CCCN(c2nccc(C(F)(F)F)n2)CC1
  7	12	-3	5	-3	-12	0	3	6
Cc1cc(NC(=O)COc2ccccc2C)ccc1NC(=O)c1ccco1
  -2	2	1	-1	12	-1	-1	-2	5
Cc1nc(-c2ccccc2)sc1-c1ccn[nH]1
  -1	12	-3	7	-18	-5	10	10	3
CC1CCN(C(=O)Nc2cccc(NC(=O)N3CCC(C)CC3)c2)CC1
  2	4	-1	-2	9	7	-3	1	-2
O=C(NCC(c1ccco1)N1CCN(c2ccccc2F)CC1)c1ccco1 (stereo unspecified)
  4	0	-4	-1	-8	9	10	5	0
CCCCCC1CC(CC(C)C(=O)Nc2nncs2)C(=O)O1 (stereo unspecified)
  -3	-6	-3	-4	-17	-2	5	6	4
O=C1C2C3C=CC(C3)C2C(=O)N1CCN1CCN(S(=O)(=O)c2ccc3ccccc3c2)CC1 (stereo unspecified)
  3	28	2	-1	0	9	9	-9	10
Nc1ccc(Br)cc1Br
  1	21	1	-4	9	2	6	4	5
Cc1cccc(CSc2ncccc2C(=O)O)c1
  0	11	-5	9	-16	-3	5	3	-2

Screening results from PubChem BioAssay.
